hIAP activ = human IAP activation; P09923; activation factor at 10 µM; AID 2524; purified human IAP, CDP-Star luminescence, 30 min; stronger effect = higher value; 1 = vehicle-only enzyme, 0 = enzyme-free background; 0.16% of 330,000 active;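 active means activation factor of the enzyme at least 2-fold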; further: the source names both 10 and 20 µM as test concentration; values of inactives mirror those of a sister screen read the other way
Target sequence (P09923 whole entry, looked up): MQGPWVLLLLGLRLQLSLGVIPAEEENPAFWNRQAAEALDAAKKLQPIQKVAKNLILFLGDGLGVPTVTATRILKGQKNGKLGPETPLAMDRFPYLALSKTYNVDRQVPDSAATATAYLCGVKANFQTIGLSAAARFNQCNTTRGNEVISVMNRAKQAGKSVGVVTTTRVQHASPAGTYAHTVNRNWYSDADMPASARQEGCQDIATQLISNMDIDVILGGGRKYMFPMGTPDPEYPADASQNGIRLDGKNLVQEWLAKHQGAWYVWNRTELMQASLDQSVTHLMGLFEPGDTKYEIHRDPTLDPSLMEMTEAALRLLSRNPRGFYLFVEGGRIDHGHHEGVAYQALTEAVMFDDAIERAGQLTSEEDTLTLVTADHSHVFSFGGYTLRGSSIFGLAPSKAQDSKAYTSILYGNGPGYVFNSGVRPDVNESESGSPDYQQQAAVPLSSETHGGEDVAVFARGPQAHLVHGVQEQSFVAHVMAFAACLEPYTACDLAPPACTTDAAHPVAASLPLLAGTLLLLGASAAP
MPTP block = inhibitors of mitochondrial permeability transition pore | AID 602449 | 1.4% of 360,000 active | isolated mouse mitochondria, Ca2+ swelling absorbance, 30 min | inhibition, % at 10 µM;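 active means inhibition of 50% or more, scaled per plate between neutral and stimulator controls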;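 further: 0% = DMSO wells given calcium and 100% = 1 mM EGTA wells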
SENP1 inh = blocks the human SENP1 SUMO protease catalytic domain; Q9P0U3; recombinant SENP1 catalytic domain, CyPet-SUMO1-YPet FRET cleavage; inhibition, % at 10 µM; 0.21% of 360,000 active; AID 624204;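 active means inhibition at least 30% at 10 µM, raw YFP signal under a set limit, fluorescence ratio 0.5 to 1.5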;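 further: 0% = enzyme with DMSO and 100% = no enzyme wells; some results filed as inactive read as strong as hits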
Target sequence (Q9P0U3 419-644 limits assumed): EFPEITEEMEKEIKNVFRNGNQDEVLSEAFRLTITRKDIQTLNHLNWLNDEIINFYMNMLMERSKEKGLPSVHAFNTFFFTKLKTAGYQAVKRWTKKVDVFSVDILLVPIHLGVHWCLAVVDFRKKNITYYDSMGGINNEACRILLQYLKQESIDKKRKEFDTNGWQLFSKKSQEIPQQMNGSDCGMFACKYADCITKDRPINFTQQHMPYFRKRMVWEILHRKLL
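Assay system: hSENP1 catalytic domain, recombinant. Amount: SENP1 enzyme, 20 pM final. Schedule: 50 min reaction, RT, dark. Technique: FRET, CFP and YFP emission. Control set: no-enzyme wells low, DMSO-plus-enzyme wells high control.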
NR3A LBD binder = modulates the human NR3A ligand-binding domain; NR3A LBD differential scanning fluorimetry, Tm shift; 0% = protein alone, 100% = glycine-bound protein; Tm shift relative to glycine control, % at 25 µM; 2.5% of 340,000 active; AID 1259313;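 active means melting temperature shift of at least 10% of the positive control shift, at one fixed dose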
ATG4B inh = blocks human ATG4B protease cleavage of LC3 substrate | Q9Y4P1 | ATG4B cleavage of LC3-PLA2, NBD-HPC fluorescence, 1 h | inhibition, % at 8.33 µM | 0.51% of 340,000 active | AID 504462; in the data active means inhibition above about 40%
SENP6 block = inhibitors of human SENP6 protease. Q9GZR1. 1.8% of 330,000 active. inhibition, % at 10 µM. Recombinant SENP6 catalytic domain, aminoluciferin luminescence;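 active means inhibition above about 50% at the single tested dose, limit read from the data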;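 further: plate controls were DMSO wells with enzyme for no effect and DMSO wells lacking enzyme for full effect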
SENP8 inh = SENP8 (human) protease inhibition; Q96LD8; recombinant SENP8, Nedd8 substrate fluorescence; inhibition, % at 20 µM; 0.64% of 360,000 active; AID 602440; in the data active means inhibition mostly above about 40%, no sharp cut-off; inactive means mostly below about 27%
Target sequence (Q96LD8 whole entry, looked up): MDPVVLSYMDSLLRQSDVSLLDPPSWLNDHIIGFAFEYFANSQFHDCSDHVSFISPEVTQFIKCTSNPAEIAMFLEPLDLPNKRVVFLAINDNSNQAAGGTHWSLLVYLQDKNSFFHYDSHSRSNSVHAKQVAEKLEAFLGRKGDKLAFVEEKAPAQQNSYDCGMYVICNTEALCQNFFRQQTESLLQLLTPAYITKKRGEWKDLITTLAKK
PfGluPho inh = PfG6PD (Plasmodium falciparum) enzyme inhibition. PfGluPho enzyme, NADPH resazurin-diaphorase fluorescence. inhibition, % at 20 µM. 0.78% of 350,000 active;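 active means inhibition reaching at least a set limit at 20 µM in the primary screen, cut at about 59% in these data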;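 further: 0% = DMSO wells with substrate and 100% = DMSO wells lacking glucose-6-phosphate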
An asterisk follows results filed as active; . = not tested or not shown.

Compound,hIAP activ,MPTP block,SENP1 inh,NR3A LBD binder,ATG4B inh,SENP6 block,SENP8 inh,PfGluPho inh
CCCCN(C(=O)c1ccc(-c2ccc([N+](=O)[O-])cc2)o1)c1c(N)n(CCCC)c(=O)[nH]c1=O,1.1,-0.5,-18,-5,12,-9,-12,-22
Cc1c(C(=O)NCc2ccccn2)sc2nc(-c3ccccc3)cn12,1,-1.0,3,-3,-2,-14,6,14
COc1ccc(-c2nn(CCC(=O)O)cc2CCC(=O)O)cc1,0.96,-7.4,3,-1,6,-2,10,-2
CC(=O)N(Cc1ccccc1)c1ccccc1C(=O)O,0.93,0.4,2,-1,-4,0,-14,13
CNC(=O)c1ccc(CN(C)C(=O)/C=C/c2ccc(S(=O)(=O)N3CCCCCC3)cc2)cc1,.,0.7,1,.,.,.,7,-3
O=c1c2ccccc2nnn1COc1ccc(F)cc1Cl,0.93,-1.8,2,0,-2,40,-6,5
CCCCOc1ccc(CSCCNC(=S)Nc2ccccc2)cc1,1.1,97*,0,-13,0,-2,21,11
Cc1ccc(N2CC(C(=O)OCC(=O)C(C)(C)C)CC2=O)cc1 (stereo not given),0.97,0.0,1,2,-13,3,13,-1
Cc1cc(NC(=O)Cn2cnc3c(nnn3-c3cccc(F)c3)c2=O)no1,1.1,-0.5,-3,0,-5,13,11,0
c1ccc(-c2ccc3nnnn3n2)cc1,1,-2.4,1,1,-2,-5,12,4
O=C(NC(NC(=S)N1CCOCC1)C(Cl)(Cl)Cl)c1ccc(Cl)cc1 (stereo not given),1.2,67*,-3,4,-6,-5,15,23
Cc1cc(NC(=O)c2ccc3c(c2)C(=O)N(C)C3=O)no1,1,0.7,2,0,-9,4,34,9
COc1ccccc1CNC(=O)C(c1ccccc1)c1ccccc1,1,0.7,2,0,3,9,9,-4
O=C(Nc1cccc(S(=O)(=O)N2CCCC2)c1)C1CCCN1C(=O)c1cccs1 (stereo not given),1,2.0,0,-1,-5,-19,29,4
C#CCOc1ccc(/C=C2\SC(=S)N(Cc3cccnc3)C2=O)cc1,0.88,2.9,-5,1,2,8,28,-3
COC(=O)c1ccc(OC(=O)C23CCC(C)(C(=O)O2)C3(C)C)cc1 (stereo not given),1.2,1.3,2,-1,-4,0,30,1
O=C1CC(NC23CC4CC(CC(C4)C2)C3)C(=O)N1c1ccc2c(c1)OCO2 (stereo not given),0.87,-1.3,-1,0,-7,-13,16,7
COc1ccc(C2=NN(c3ccccc3)C(c3ccc(OC)c(OC)c3)C2)cc1 (stereo not given),1.5,1.7,-91,2,-2,21,-304,8
COc1ccc(/C=C/C(=O)OCC(=O)N2c3ccccc3CC2C)c(OC)c1 (stereo not given),.,0.1,1,.,.,.,-26,0
O=C(Nc1ccccc1N1CCOCC1)c1cc(-c2ccncc2)nc2ccccc12,1,0.5,7,-2,-5,14,10,-9

Three entries out of the list, ordered by SMILES length, smallest number first:
Compound,hIAP activ,MPTP block,SENP1 inh,NR3A LBD binder,ATG4B inh,SENP6 block,SENP8 inh,PfGluPho inh
Cc1ccc(N2CC(C(=O)OCC(=O)C(C)(C)C)CC2=O)cc1 (stereo not given),0.97,0.0,1,2,-13,3,13,-1
Cc1cc(NC(=O)Cn2cnc3c(nnn3-c3cccc(F)c3)c2=O)no1,1.1,-0.5,-3,0,-5,13,11,0
O=C(Nc1ccccc1N1CCOCC1)c1cc(-c2ccncc2)nc2ccccc12,1,0.5,7,-2,-5,14,10,-9

New compounds follow:
Compound,hIAP activ,MPTP block,SENP1 inh,NR3A LBD binder,ATG4B inh,SENP6 block,SENP8 inh,PfGluPho inh
O=C(Nc1ccc(NC(=O)c2cccs2)cc1)c1cccnc1,1,-0.3,2,8,-4,-11,5,7
CC(=O)CSc1nnc(CSc2ncccn2)n1C1CCCCC1,0.91,-1.8,-1,-1,5,-5,3,-2
CCCCOC(=O)Nc1ccc(S(=O)(=O)Nc2onc(C)c2C)cc1,1,-1.1,2,7,-1,0,13,1
CCn1c(CSCc2c(Cl)cccc2Cl)n[nH]c1=S,1.2,0.5,2,-1,4,-24,-5,21
COC(=O)/C=C1\C(=O)N(c2nc3ccccc3s2)C(=S)N1c1ccc(F)cc1,1.1,1.6,1,1,-4,-12,11,-21
Cc1ccc(S(=O)(=O)N(CC(=O)N2CCc3ccccc3C2)c2ccc(Cl)c(Cl)c2)cc1,1.1,3.2,1,0,10,-24,8,4
O=C(CCOc1ccccc1)NCc1ccccc1,1.1,0.0,2,-2,-10,-5,18,4
CC(=O)Nc1ccc(N(C(=O)c2ccco2)C(C(=O)NC2CCCC2)c2ccc(N3CCOCC3)cc2)cc1 (stereo not given),1.3,-0.7,2,5,17,-11,4,-10
S=C(Nc1ccc2cn[nH]c2c1)Nc1ccc(Cl)cc1Cl,0.93,-2.0,-10,13*,-1,8,-29,38
O=C(NCc1cccs1)c1ccccc1F,1.2,-1.3,2,-1,-3,-7,24,8
CC1CCCCC12NC(=O)N(CC(=O)OCC(=O)N(C)C1CCCCC1)C2=O (stereo not given),1,-0.4,0,0,-7,-21,3,-2
O=C(CCNS(=O)(=O)c1c(Cl)cccc1Cl)OCC(=O)c1ccccc1,0.95,0.6,-3,-1,5,12,15,-20
COc1ccc(C)cc1S(=O)(=O)N1CCN(C(=O)c2ncoc2-c2ccccc2C)CC1,1,0.1,0,2,-23,-21,5,7
N/C(=N\OC(=O)c1ccc2c(c1)OCO2)c1ccncc1,1.1,-0.3,7,-1,-4,68*,10,3
O=S(=O)(c1ccccc1F)N1CCN(Cc2nc3ccccc3[nH]2)CC1,1.1,-1.5,-8,3,-9,8,6,-3
COc1cc(C(=O)NNC(=O)C2CSC3(C)CCC(=O)N23)cc(OC)c1OC (stereo not given),1.1,-1.3,1,-1,-3,0,-9,-25
CC(C)(C)C(=O)Nc1c2c(nn1-c1ccc(F)cc1)CSC2,0.95,0.2,-3,1,8,-9,9,-11
C[C@H]1CN([C@@H](C)CO)C(=O)c2cc(Br)cnc2O[C@H]1CN(C)C(=O)Cc1ccccn1,.,0.0,-6,.,.,.,12,12
COc1ccc(/C=N/NC(=S)Nc2ccccc2)cc1COc1ccc(Br)cc1,1.2,1.7,-1,11*,3,-14,13,-6
CCOc1ccc(N(C)S(=O)(=O)c2ccc(C)c(C(=O)Nc3nnc(C4CC4)s3)c2)cc1,1,-1.3,3,-9,-6,-12,2,-10

Remaining list, next part.
Compound,hIAP activ,MPTP block,SENP1 inh,NR3A LBD binder,ATG4B inh,SENP6 block,SENP8 inh,PfGluPho inh
Cc1cccc(S(=O)(=O)c2c(N)n(-c3ccccc3)c3nc4ccccc4nc23)c1,1.1,2.4,-13,12*,4,8,-300,-18
CC(=O)c1cccc(NC(=S)NC(=O)C(C)C)c1,1.1,-0.5,-1,-2,-2,-16,7,-16
O=C1OCCN1C(=O)[C@H]1[C@H](c2ccc(Cl)cc2)C(c2ccc(F)cc2)=NN1c1ccc(Br)cc1,.,1.1,-81,18*,4,.,-392,11
Cc1ccc2oc(C(=O)N3CCC(N4CCSCC4)CC3)c(C)c2c1,1.2,-0.3,2,-2,-8,-11,9,1
COc1cccc(NC(=O)CN2C(=O)CSc3ccc(S(=O)(=O)N4CCCCC4)cc32)c1,1,-0.8,4,-2,-3,-9,0,0
CC(C)CC(NS(=O)(=O)c1cccc(C(=O)O)c1)C(=O)O (stereo not given),1.1,4.5,0,0,7,10,14,-14
Cc1ccc(S(=O)(=O)N2[C@@H](c3ccc(F)cc3)C(C(=O)O)=CC[C@H]2c2ccc3c(c2)OCO3)cc1,1,-1.3,-1,0,-9,-3,7,-4
COc1ccc(OCC(=O)Nc2cc(-c3nn4c(C)nnc4s3)ccc2C)cc1,0.83,-1.6,-10,0,5,-24,-1,21
CCCOc1ccc(-c2nc(C#N)c(NCC3CCCO3)o2)cc1 (stereo not given),0.86,-2.2,3,2,5,-14,-360,10
COc1ccc(/C=N/n2c(=O)[nH]c3c([nH]c4ccc(F)cc43)c2=O)cc1CN1CCCCC1,0.94,-0.2,-2,1,7,-18,-113,-5
CCc1nc(NC(=O)NS(=O)(=O)c2ccccc2C(=O)OC)nc(OC)n1,1.1,1.7,0,2,-13,-3,8,-9
COCCN(C(=O)COC(=O)CC(C)c1ccccc1)c1c(N)n(Cc2ccccc2)c(=O)[nH]c1=O (stereo not given),0.92,-2.2,1,-2,-10,6,17,-4
O=C1CSc2ccc(S(=O)(=O)NCc3ccc(Cl)cc3)cc2N1,0.77,-0.9,3,-1,-12,-6,9,0
COc1ccc(C(=O)COC(=O)COc2ccc(C)c(C)c2)cc1,1,1.1,6,12*,-7,-2,9,-12
COc1ccc(-n2nnnc2CNC(=O)C(=O)c2c[nH]c3ccccc23)cc1,1,-0.8,-30,3,-13,-9,7,2
CN(C)CCNC(=O)CNC(=S)N(Cc1ccccc1)Cc1cccnc1,1.2,0.6,3,0,7,-8,4,-4
Cc1csc2nc(CNS(=O)(=O)c3ccc(-c4ccccc4)cc3)cn12,1.7,2.8,0,9,-8,-6,5,0
CC(C)c1ccc(NC2CCCN(C(=O)c3ccnc(Cl)c3)C2)cc1 (stereo not given),0.82,1.1,2,-1,28,-15,16,5
CN(C)CCCNC(=S)N1CCC(C(=O)c2ccc(Cl)cc2)CC1,.,-0.2,0,.,.,.,7,1
Cc1nn2cc(-c3cccc(Cl)c3)cnc2c1Cl,0.89,1.7,0,-1,-4,-1,21,6

Other entries
Compound,hIAP activ,MPTP block,SENP1 inh,NR3A LBD binder,ATG4B inh,SENP6 block,SENP8 inh,PfGluPho inh
CCOc1ccc(NC(=O)Cn2nnc(C(=O)NCc3ccc(OC)cc3)c2N)cc1,0.77,1.7,3,4,-8,-1,11,7
O=C(COC(=O)c1ccc(Cl)c(S(=O)(=O)NCc2ccccc2)c1)NCC1CCCO1 (stereo not given),0.86,0.2,2,-2,-11,9,7,1
CCN(C(=O)COC(=O)/C=C/c1c(C)nn(Cc2ccc(C)cc2)c1C)C1CCS(=O)(=O)C1 (stereo not given),1,-0.9,2,-3,-6,-10,0,-2
COc1ccc(N2CCN(C(=O)c3ccc(F)cc3)CC2)c([N+](=O)[O-])c1,0.98,-2.4,2,-3,-3,-2,29,0
O=C(OCCN1CCOCC1)c1ccc(OCCN2CCOCC2)cc1,1,-1.7,1,0,0,0,19,-2
COc1ccccc1NS(=O)(=O)c1cccc(NC(=O)c2cc3ccccc3oc2=O)c1,0.92,1.2,-1,0,-1,-20,-21,-10

Given as labelled records: 4 of the compounds above.
CCN(C(=O)COC(=O)/C=C/c1c(C)nn(Cc2ccc(C)cc2)c1C)C1CCS(=O)(=O)C1 (stereo not given)
  hIAP activ = 1
  MPTP block = -0.9
  SENP1 inh = 2
  NR3A LBD binder = -3
  ATG4B inh = -6
  SENP6 block = -10
  SENP8 inh = 0
  PfGluPho inh = -2
COc1ccccc1NS(=O)(=O)c1cccc(NC(=O)c2cc3ccccc3oc2=O)c1
  hIAP activ = 0.92
  MPTP block = 1.2
  SENP1 inh = -1
  NR3A LBD binder = 0
  ATG4B inh = -1
  SENP6 block = -20
  SENP8 inh = -21
  PfGluPho inh = -10
O=C(OCCN1CCOCC1)c1ccc(OCCN2CCOCC2)cc1
  hIAP activ = 1
  MPTP block = -1.7
  SENP1 inh = 1
  NR3A LBD binder = 0
  ATG4B inh = 0
  SENP6 block = 0
  SENP8 inh = 19
  PfGluPho inh = -2
CCOc1ccc(NC(=O)Cn2nnc(C(=O)NCc3ccc(OC)cc3)c2N)cc1
  hIAP activ = 0.77
  MPTP block = 1.7
  SENP1 inh = 3
  NR3A LBD binder = 4
  ATG4B inh = -8
  SENP6 block = -1
  SENP8 inh = 11
  PfGluPho inh = 7

Hits appear at their usual frequency (roughly 6.7% active in at least one column).
